Screens as filed in PubChem BioAssay.
GLD-1 TGE inh = GLD-1-TGE RNA interaction inhibition (C. elegans). Q17339. purified GLD-1 + fluorescein TGE RNA, fluorescence polarization. inhibition, % at 5.96 µM. actives 0.44% (n = 320,000);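 active means percent inhibition above a per-plate cutoff, the plate mean of test compounds plus 3 SD, cut at about 30% in these data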;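 further: 0% = DMSO wells with GLD-1 and probe and 100% = wells lacking GLD-1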
Target sequence (Q17339 whole entry, looked up): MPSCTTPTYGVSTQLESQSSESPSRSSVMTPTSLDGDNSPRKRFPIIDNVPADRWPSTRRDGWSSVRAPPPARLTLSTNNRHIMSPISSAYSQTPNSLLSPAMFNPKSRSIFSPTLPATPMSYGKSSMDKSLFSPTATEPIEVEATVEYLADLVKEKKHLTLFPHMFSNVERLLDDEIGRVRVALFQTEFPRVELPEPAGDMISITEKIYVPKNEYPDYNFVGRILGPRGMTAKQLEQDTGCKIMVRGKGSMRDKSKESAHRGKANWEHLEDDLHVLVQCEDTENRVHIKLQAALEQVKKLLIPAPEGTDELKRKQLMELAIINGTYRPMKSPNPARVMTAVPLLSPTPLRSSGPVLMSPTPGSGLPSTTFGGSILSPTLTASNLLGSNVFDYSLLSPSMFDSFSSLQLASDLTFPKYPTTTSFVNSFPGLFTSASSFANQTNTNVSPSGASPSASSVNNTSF
Efflux pump mplx = inhibitors of Candida antifungal efflux pumps expressed in yeast | actives 0.44% (n = 330,000) | S. cerevisiae Candida pump triplex, Nile Red efflux | inhibition, % at 10 µM | AID 485275;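 active means plate passing quality check with inhibition over a set limit, or well fluorescence over plate mean plus 4 SD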;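 further: Nile Red retained in pooled yeast measured as flow cytometry median fluorescence; 0% = buffer negative control and 100% = Enniatin B positive control; higher means more Nile Red kept so more efflux inhibition; some compounds called inactive have numbers as strong as hits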
CR mimetic SO = yeast age-related superoxide inhibition as caloric restriction mimetic; S. cerevisiae aged cells, superoxide DHE fluorescence; stronger effect = lower value; superoxide response (% of plate mean), % at 10 µM; actives 0.18% (n = 330,000); AID 2690;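 active means superoxide response under a set limit, about three screen SD below normal, cut at about 65% in these data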;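 further: yeast aged for seven days with compound at 30 °C before DHE staining; 100% = average MFI of all compound-treated wells on the plate with controls excluded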
* hit, by the source's call. Some of the compounds tested (hit frequency here may not be typical).

entry	molecule	Efflux pump mplx	GLD-1 TGE inh	CR mimetic SO
1	C[C@]12C=CC(=O)C=C1CCC1C2CC[C@@]2(C)C1CCC21OCCO1 (stereo partly drawn)	-0.2	-4	89
2	CCN(c1ccccc1)S(=O)(=O)c1ccc(C(=O)Nc2cccc(NC(C)=O)c2)cc1	-0.2	3	93
3	COc1cc(-c2ccc3oc(-c4cccc(C)c4)c(C#CC4(O)CCCCC4)c3c2)cc(OC)c1OC	1.0	-3	88
4	COCCCNC(=O)CC1C[C@H](C(=O)N2CCCCC2)[C@@]2(C)c3[nH]c4ccccc4c3CCN2C1=O (stereo partly drawn)	0.2	3	97
5	Cc1ccc(NC(=O)CSc2nc3nn(-c4ccccc4)c(=O)c-3c3n2CCCCC3)cc1F	0.5	6	83
6	CC(OC(=O)Cc1ccc(Br)cc1)C(=O)NC1CCCC1 (stereo not drawn)	0.1	5	108
7	CCC1CCCCN1C(=O)COC(=O)c1cccs1 (stereo not drawn)	0.5	2	84
8	CCOc1ccc(OCCNC(=O)c2ccc3c(c2)nnn3CC)cc1	0.0	3	99
9	CCN(CC)S(=O)(=O)c1ccc(C)c(NC(=O)CSc2nnnn2C)c1	0.0	0	98
10	Cc1nn(CC(=O)NCCCN2CCCC2=O)c(C)c1[N+](=O)[O-]	-0.1	0	95
11	CCOC(=O)C1CCN(C(=O)/C=C/c2ccc(S(=O)(=O)N3CCOCC3)cc2)CC1	0.1	-2	116
12	O=C(Nc1ccc(N2CCOCC2)c(S(=O)(=O)Nc2ccc(Cl)cc2)c1)c1ccc(=O)[nH]n1	-0.3	3	106
13	CC(C)(C)OC(=O)C[C@@H]1C/C=C\C[C@H](CC(=O)N(CCO)Cc2ccccc2)C(=O)N2CCC[C@H]2COC1=O	0.4	5	120
14	CCc1nc2ccccc2c(C(=O)OCc2nc3ccccc3c(=O)[nH]2)c1C	0.1	1	86
15	Cc1ccc(NS(=O)(=O)c2cccc(C(=O)N3CCCCC3)c2)cc1	0.1	-6	94
16	COc1ccc(C(=O)OCc2cc(=O)n3ccsc3n2)cc1F	0.2	1	94
17	CCN(C[C@H]1N[C@@](Cc2ccccc2)(C(=O)OC)[C@H]2C(=O)N(Cc3ccccc3)C(=O)[C@@H]12)C(=O)NC(C)C	-0.2	2	98
18	Cc1ccc(S(=O)(=O)N2[C@@H](c3ccc(Cl)c(Cl)c3)C(C(=O)O)=C[C@H]2C(C)(C)C)cc1	-0.2	6	93
19	O=C(COC(=O)COc1ccc(Cl)cc1Cl)NC1CC1	-0.1	6	108
20	O=C(COC(=O)c1ccc([N+](=O)[O-])s1)c1ccc[nH]1	0.1	3	140

11 structures from above, sorted by heavy-atom count, smallest number first:
entry	molecule	Efflux pump mplx	GLD-1 TGE inh	CR mimetic SO
7	CCC1CCCCN1C(=O)COC(=O)c1cccs1 (stereo not drawn)	0.5	2	84
19	O=C(COC(=O)COc1ccc(Cl)cc1Cl)NC1CC1	-0.1	6	108
6	CC(OC(=O)Cc1ccc(Br)cc1)C(=O)NC1CCCC1 (stereo not drawn)	0.1	5	108
10	Cc1nn(CC(=O)NCCCN2CCCC2=O)c(C)c1[N+](=O)[O-]	-0.1	0	95
15	Cc1ccc(NS(=O)(=O)c2cccc(C(=O)N3CCCCC3)c2)cc1	0.1	-6	94
9	CCN(CC)S(=O)(=O)c1ccc(C)c(NC(=O)CSc2nnnn2C)c1	0.0	0	98
18	Cc1ccc(S(=O)(=O)N2[C@@H](c3ccc(Cl)c(Cl)c3)C(C(=O)O)=C[C@H]2C(C)(C)C)cc1	-0.2	6	93
12	O=C(Nc1ccc(N2CCOCC2)c(S(=O)(=O)Nc2ccc(Cl)cc2)c1)c1ccc(=O)[nH]n1	-0.3	3	106
5	Cc1ccc(NC(=O)CSc2nc3nn(-c4ccccc4)c(=O)c-3c3n2CCCCC3)cc1F	0.5	6	83
3	COc1cc(-c2ccc3oc(-c4cccc(C)c4)c(C#CC4(O)CCCCC4)c3c2)cc(OC)c1OC	1.0	-3	88
13	CC(C)(C)OC(=O)C[C@@H]1C/C=C\C[C@H](CC(=O)N(CCO)Cc2ccccc2)C(=O)N2CCC[C@H]2COC1=O	0.4	5	120

Remaining list, next part
entry	molecule	Efflux pump mplx	GLD-1 TGE inh	CR mimetic SO
21	Cc1ccc(C(=O)COC(=O)[C@@H](NC(=O)c2ccco2)C(C)C)s1	0.0	2	94
22	Cn1c(N)c(C(=O)COC(=O)COc2cc(Cl)c(Cl)cc2Cl)c(=O)n(C)c1=O	0.0	9	93
23	Nc1sc2c(c1C(=O)NC1CC1)CCCC2	-0.2	2	99
24	COc1cc(C(=O)NNC(=O)Cc2cccs2)cc(OC)c1OC	0.2	2	94
25	CC(C)(C)OC(=O)C[C@@H]1C/C=C\C[C@@H](CC(=O)NCCO)C(=O)NCCOC1=O	0.2	4	116
26	C=CCC[C@H](Cc1ccc(F)cc1)C(=O)OC[C@H](C)NC(=O)[C@H](CC=C)CC(=O)N(CCO)Cc1ccccc1	-0.2	4	92
27	Cn1c(N)c(C(=O)COC(=O)/C=C/c2ccccc2F)c(=O)n(C)c1=O	0.0	1	104
28	O=C(COC(=O)c1ccncc1)Nc1cccc2ccccc12	-0.1	-5	96
29	COc1ccccc1NC(=O)COC(=O)c1cc(C)oc1C	0.3	3	125
30	Cc1ccc(Nc2nnc(SCC(=O)NCC3CCCO3)s2)cc1 (stereo not drawn)	0.1	1	101
31	CC1CC(C)CN(C(=O)COC(=O)c2ccc(S(=O)(=O)N(C)c3ccccc3)cc2)C1 (stereo not drawn)	0.0	-3	82
32	O=C(Nc1ccc(N2CCCCC2)c(S(=O)(=O)Nc2ccccc2Cl)c1)c1cccnc1	0.1	10	107
33	CC(=O)c1ccc(S(=O)(=O)N2CCN(CCOc3ccccc3)CC2)cc1	0.1	2	91
34	CC[C@@]1(C(=O)OC)N[C@H](CN(C)C(=O)NC(C)C)[C@@H]2C(=O)N(Cc3ccccc3)C(=O)[C@@H]21	0.0	2	117
35	CCC(C)c1ccc(NC(=O)COC(=O)CCNS(=O)(=O)c2cccs2)cc1 (stereo not drawn)	-0.5	2	92
36	O=C(COC(=O)c1ccc([N+](=O)[O-])s1)NNC(=O)c1ccccc1	-0.3	-1	134
37	Cc1cc(C)n2c(SCC(=O)Nc3cc(S(=O)(=O)N(C)C)ccc3C)nnc2n1	-0.1	1	93
38	Cn1cccc1C(=O)OCC(=O)NCc1cccs1	0.0	0	98
39	O=C(COC(=O)c1cccnc1Cl)Nc1ccc(S(=O)(=O)N2CCOCC2)cc1	-0.2	-3	108
40	O=C(CN1CCN(Cc2ccc3c(c2)OCO3)CC1)Nc1ccc2[nH]c(=O)[nH]c2c1	-0.2	0	104

entry	molecule	Efflux pump mplx	GLD-1 TGE inh	CR mimetic SO
41	Cc1cc(C)nc(SCC(=O)NC(=O)c2ccccc2O)n1	-0.2	-2	104
42	CC(OC(=O)[C@@H]1CCCN1C(=O)c1cccs1)C(=O)Nc1cccc([N+](=O)[O-])c1 (stereo partly drawn)	-0.1	-3	98
43	CCN(CC)CCCN=C1N[C@@H](c2cccc(F)c2)C(C(=O)OC)=C(C)N1Cc1ccccc1	-0.6	6	114
44	COc1cc(S(=O)(=O)N2CCOCC2)ccc1NC(=O)COC(=O)/C=C/c1cc(OC)c(OC)c(OC)c1	-0.1	4	89
45	CC1(C)C[C@H]2C3=CCC4[C@@]5(C)CC[C@H](O)[C@](C)(CO)C5CC[C@@]4(C)[C@]3(C)C[C@@H](O)[C@@]2(CO)[C@@H](O)[C@@H]1O (stereo partly drawn)	0.3	9	110
46	COC(=O)c1ccc(COC(=O)CNC(=O)C2CCCCC2)cc1	0.2	-7	90
47	COc1ccc(Cl)cc1NC(=O)CSc1cccc[n+]1[O-]	-0.2	7	113
48	COc1ccc(NC(=O)Cn2nc(C(=O)O)c3ccccc3c2=O)cc1S(=O)(=O)N1CCCCC1	0.1	2	95
49	COc1ccc(NC(=O)COC(=O)c2cccn2C)cc1S(=O)(=O)N1CCCCC1	0.0	0	137
50	CC(=O)NS(=O)(=O)c1ccc(NC(=O)C(C)NS(=O)(=O)/C=C/c2ccccc2)cc1 (stereo not drawn)	-0.2	4	78
51	CN(C)C(=O)CSc1nc2cc(S(=O)(=O)N3CCOCC3)ccc2o1	0.0	4	94
52	O=C(OCC(=O)N1CCN(c2ccccc2)CC1)c1ccc([N+](=O)[O-])s1	-0.2	6	117
53	CCCCCCSc1ccc(-c2nc3ccc(Cl)cn3c2NCCCC)cc1OC	0.4	-15	98
54	N#Cc1ccc(OCC(=O)NC2CCCCCC2)cc1	-0.1	0	99
55	Cc1cc(C(=O)OCC(=O)Nc2cccc([N+](=O)[O-])c2)c(C)o1	-0.1	0	83
56	Cc1ccc(S(=O)(=O)N2CCOCC2)cc1NC(=O)CN1C(=O)NC(C)(c2ccc(Cl)cc2Cl)C1=O (stereo not drawn)	-0.2	-4	96
57	Cc1ccc2c(c1)[C@H]1[C@H](CO2)[C@H](c2ccccc2)[C@]2(C)C(=O)N(Cc3ccccc3)CC(=O)N12	0.1	9	112
58	CCOC(=O)[C@@H]1[C@H]2COc3ccccc3[C@@H]2N2C(=O)N(c3cccc(F)c3)C(=O)[C@@]12C	0.1	-5	118
59	CCOc1ccccc1C(=O)NCC(=O)OCC(=O)c1c(N)n(C)c(=O)n(C)c1=O	0.3	-2	82
60	CC(C)NC(=O)N(C)C[C@H]1Oc2ccc(NC(=O)Nc3ccccc3)cc2C(=O)N([C@H](C)CO)C[C@@H]1C	-0.3	4	80

entry	molecule	Efflux pump mplx	GLD-1 TGE inh	CR mimetic SO
61	CCCCN(C(=O)c1ccncc1)c1c(N)n(CCC)c(=O)[nH]c1=O	0.2	-5	118
62	Fc1ccc2cnc(C3=CCCCC3)cc2c1	-0.2	2	88
63	COc1cccc(-c2sc3ccccc3c2-c2ccc(OCCN(C)C)cc2)c1	2.4	8	94
64	O=C(Cn1cnc2c(OCc3ccccc3)ncnc21)N[C@H](CO)Cc1cc2ccccc2[nH]1	-0.2	1	105
65	O=C(COC(=O)c1cccnc1Cl)NC(=O)NC1CCCCC1	0.1	7	84
66	CN1CCN(C2CCN(c3ccc(Nc4nnc(Cl)c(Nc5ccccc5S(C)(=O)=O)n4)c(OC(CF)CF)c3)CC2)CC1	0.0	1	117
67	COc1ccc(CNC(=O)COC(=O)c2ccc3ccccc3n2)cc1	0.0	-9	90
68	Cc1ccc(NC(=O)COC(=O)Cn2cnc3c2c(=O)n(C)c(=O)n3C)cc1	0.2	-4	110
69	COC(=O)c1ccc(CNC(=O)CCC(=O)N2CCOCC2)cc1	0.0	-4	117
70	Cn1ccnc1SCC(=O)c1c(N)n(C)c(=O)n(C)c1=O	0.0	-4	110
71	O=S(=O)(Nc1ccccc1N1CCOCC1)c1c(F)cc(F)cc1Br	0.0	-1	79
72	Cc1nnc(SCC(=O)c2c(N)n(C3CC3)c(=O)[nH]c2=O)n1C	0.0	-9	94
73	CCN(C[C@H]1N[C@@](CC)(C(=O)OC)[C@H]2C(=O)N(C)C(=O)[C@@H]12)C(=O)c1ccc(F)cc1	-0.2	2	107
74	C[C@H](CO)N1C[C@H](C)[C@@H](CN(C)C(=O)Nc2ccc(C(F)(F)F)cc2)Oc2c(NS(=O)(=O)c3ccc(F)cc3)cccc2C1=O	0.7	10	90
75	C[C@H](CO)N1C[C@H](C)[C@@H](CN(C)C(=O)Nc2ccc(C(F)(F)F)cc2)Oc2c(NC(=O)Nc3ccc4c(c3)OCO4)cccc2C1=O	-0.2	4	133
76	Cc1ccc(/C=C/C(=O)OCC(=O)Nc2cccnc2Cl)o1	0.1	6	107
77	CCOc1ncccc1C(=O)NCC(c1ccco1)N1CCCCC1 (stereo not drawn)	0.4	-4	116
78	CSc1ncccc1C(=O)Nc1ccccc1N1CCOCC1	0.2	-1	92
79	O=C1NCCOC(=O)[C@@H](Cc2ccc(F)cc2)CC/C=C/C[C@@H]1CC(=O)N(CCO)Cc1ccccc1	0.3	2	126
80	Cc1nnc(NC(=O)c2ccc(F)c(S(=O)(=O)N3CCOCC3)c2)s1	0.1	-10	111

entry	molecule	Efflux pump mplx	GLD-1 TGE inh	CR mimetic SO
81	O=C(COC(=O)c1cc(S(=O)(=O)N2CCOCC2)ccc1F)NC1CC1	0.3	2	113
82	Nc1ncnc2c1ncn2[C@@H]1O[C@H](CNCC#Cc2ccccc2)[C@@H](O)[C@H]1O	-0.1	8	99
83	C[C@H](CO)N1C[C@H](C)[C@H](CN(C)CC2CCCCC2)Oc2ccc(NS(=O)(=O)c3ccc(F)cc3)cc2CC1=O	0.1	0	92
84	O=C(CSc1nnc2ccccn12)NNC(=O)c1ccccc1F	-0.2	0	74
85	COCCn1c(N)c(N(Cc2ccccc2)C(=O)c2cc(=O)[nH]c3ccccc23)c(=O)[nH]c1=O	0.0	7	90
86	C[C@H](CO)N1C[C@H](C)[C@@H](CN(C)S(=O)(=O)c2cccs2)Oc2ccc(NC(=O)Cc3ccccc3)cc2C1=O	-0.1	7	75
87	CC(=O)c1c(C)[nH]c(C(=O)OCc2csc(CC(=O)Nc3ccccc3C)n2)c1C	0.2	4	85
88	O=C(CN1C(=O)NC2(CCCCCCC2)C1=O)NCc1ccccc1	-0.3	0	106
89	CCOC(=O)c1c(C)[nH]c(C(=O)NNC(=O)c2ccccc2F)c1C	0.0	6	123
90	C[C@]12c3[nH]c4ccccc4c3CCN1C(=O)C(CC(=O)NCc1cccc(C(F)(F)F)c1)C[C@@H]2C(=O)N1CCOCC1 (stereo partly drawn)	0.6	-1	107
